Vif-APOBEC3F blk = blocks the Vif interaction with APOBEC3F; HeLa A3F-eYFP + Vif (tagged APOBEC3F with the HIV-1 protein that degrades it), YFP fluorescence increase; Potency, µM (doses to about 46.1 µM), inactives show at the top dose activity, negative = active; 390,000 tested, 0.2% active; AID 602313; also: potency is read from the fitted curve at half-maximal effect; % of control where 0% means no effect; nearly all actives have a fitted effect of over 65% in size
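HeLa cells stably expressing A3F-eYFP plus Vif, plated and incubated overnight at 37 deg C, then exposed to compounds overnight at 37 deg C. Blocked degradation read as raised yellow fluorescence (Ex 488/Em 500-530).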
D2 potentiator = D2 dopamine receptor (human) potentiation | HEK293 T-REx D2, calcium flux, EC20 dopamine potentiation | potentiation, % at 10 µM | AID 485347 | P14416 | 340,000 tested, 0.34% active;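 active = potentiation over 3 SD above the plate norm, cut at about 30% in these data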; also: 0% is about no effect
Target sequence (P14416 whole entry, looked up): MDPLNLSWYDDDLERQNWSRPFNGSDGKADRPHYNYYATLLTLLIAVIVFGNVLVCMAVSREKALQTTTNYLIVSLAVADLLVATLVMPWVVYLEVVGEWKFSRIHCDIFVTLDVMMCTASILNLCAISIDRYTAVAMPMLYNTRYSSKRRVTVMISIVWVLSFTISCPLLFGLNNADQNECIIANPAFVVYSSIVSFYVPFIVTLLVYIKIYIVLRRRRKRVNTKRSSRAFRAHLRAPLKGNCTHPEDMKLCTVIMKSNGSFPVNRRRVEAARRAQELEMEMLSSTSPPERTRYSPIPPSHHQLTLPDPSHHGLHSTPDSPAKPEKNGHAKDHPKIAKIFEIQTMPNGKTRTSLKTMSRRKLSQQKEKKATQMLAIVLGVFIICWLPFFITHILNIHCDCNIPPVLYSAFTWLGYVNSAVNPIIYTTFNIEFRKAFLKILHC
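Calcium flux readout, no-wash dye, 1 read/s. Inducible HEK293 Trex D2 line, overnight 30 C. Compound alone 180 s (agonist flags), then EC20 dopamine, another 180 s to score potentiation.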
RXFP1 ag = RXFP1 (human) receptor agonism; HEK293T-RXFP1 cAMP TR-FRET, 30 min; response scale: percent of porcine relaxin response, buffer zero; Potency, µM (top dose mostly 57.5 µM), for the others: at the highest dose activation, hits mostly activators; 370,000 tested, 0.3% active; AID 2676; also: potency is read from the fitted curve at half-maximal effect; % is scaled to controls: 0 for no effect and ±100 for the full control effect; nearly all actives have a fitted effect of over 60% in size; many of its hits are not listed in these tables
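HEK293T cells stably expressing RXFP1 were pretreated with the PDE4 inhibitor Ro 20174, exposed to compounds for 30 min at 37C, lysed, and cAMP was read by TR-FRET. Data normalized to buffer (basal) and 29 nM porcine relaxin (100%).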
D1 PAM = enhances dopamine response at the human D1 receptor; HEK293 TREx D1 cells, calcium flux, dopamine EC20 potentiation; potentiation, % at 10 µM; 360,000 tested, 0.036% active; in the data active = potentiation above about 30%; also: 0% is about no effect
Target sequence (P21728 whole entry, looked up): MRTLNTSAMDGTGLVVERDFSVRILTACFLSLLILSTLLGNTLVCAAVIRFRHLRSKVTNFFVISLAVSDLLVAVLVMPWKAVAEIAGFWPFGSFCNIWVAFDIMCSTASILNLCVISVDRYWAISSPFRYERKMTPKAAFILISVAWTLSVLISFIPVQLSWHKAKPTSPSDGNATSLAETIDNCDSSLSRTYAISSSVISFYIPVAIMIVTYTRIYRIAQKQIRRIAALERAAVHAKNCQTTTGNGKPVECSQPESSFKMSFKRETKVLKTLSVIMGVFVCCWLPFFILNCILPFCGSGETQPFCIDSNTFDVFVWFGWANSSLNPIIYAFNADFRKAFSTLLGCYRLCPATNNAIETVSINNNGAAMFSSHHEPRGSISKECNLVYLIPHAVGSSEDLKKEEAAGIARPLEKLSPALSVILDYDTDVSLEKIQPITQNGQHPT
GRP78 ERSR act = ER stress response induction in glioma. Potency, µM, without a hit: at the highest dose activation, most hits filed as activators. AID 602332. U87-MG GRP78 promoter luciferase reporter, 16 h. 420,000 tested, 0.02% active; also: potency is read from the fitted curve at half-maximal effect; series mostly up to about 76 µM; % of control where 0% means no effect; nearly all actives have a fitted effect of over 35% in size
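ERSR induction read as luciferase luminescence (Bright-Glo, 10 min at room temperature) in stably transfected human U87-MG glioma cells exposed to compounds for 16 h, using GRP78 as sensor.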
LDHA block = blocks human lactate dehydrogenase A; activity change, % (values are at about 110 or 230 µM); 480,000 tested, 0.15% active; purified LDHA, NADH/diaphorase-resazurin fluorescence; stronger effect = lower value; P00338; in the data active = activity change below about -30%; inconclusive = mostly about -25% to -30%;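 also: plate controls were DMSO wells for no effect and wells without enzyme for full effect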
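Human LDH5 at 2 nM final in Tris HCl pH 7.4 with 0.06 mM NADH and 0.2 mM pyruvate, reacted 5 minutes at room temperature. Remaining NADH coupled via diaphorase/resazurin; resorufin fluorescence read at 0 and 20 minutes, normalized to enzyme-free and DMSO wells.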
D1 agonist = agonists of human D1 dopamine receptor; P21728; activation, % at 2 µM; AID 504660; 360,000 tested, 1% active; HEK293 T-REx D1 cells, calcium flux, agonist mode; in the data active = activation above about 30%; also: 0% is about no effect
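Tetracycline-induced HEK293 TREx D1 cells, force-coupled to calcium signalling, were dye-loaded with a no-wash calcium kit. Compound was pin-added after a 10 s baseline. Fluorescence was read kinetically at 1 cycle/s for 180 s, with calcium rises flagged as agonism.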
Vif-A3G inh = Vif-A3G binding inhibition; Q9HC16; HeLa A3G-eYFP + Vif (tagged APOBEC3G with the HIV-1 protein that degrades it), YFP fluorescence, overnight; Potency, µM (titrated, usually from 46.1 µM), inactives show top-dose activity, negative = active, hits mostly inhibitors; 410,000 tested, 0.076% active;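 also: potency is read from the fitted curve at half-maximal effect; % is scaled to controls: 0 for no effect and ±100 for the full control effect; nearly all actives have a fitted effect of over 60% in size; hits raise eYFP signal because A3G escapes Vif-driven loss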
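HeLa cells stably expressing Vif and C-terminally eYFP-tagged A3G, seeded overnight at 37 deg C, then exposed to compound by pintool overnight at 37 deg C. Rise in yellow fluorescence (Ex 488/Em 500-530, Acumen) marks blocked Vif-driven A3G degradation.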
D1 antag = antagonists of human D1 dopamine receptor; P21728; AID 504652; activity change, negative = inhibition, % at 10 µM; 360,000 tested, 3.2% active; HEK293 TREx D1 cells, calcium flux, dopamine EC80; stronger effect = lower value; in the data active = activity change below about -30%; also: % is scaled to controls: 0 for no effect and ±100 for the full control effect
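Tetracycline-induced HEK293 T-REx cells with force-coupled D1 receptor were loaded with a no-wash calcium dye. Compound was added after a 10 s baseline and read kinetically for 180 s; EC80 dopamine was then added and calcium flux followed another 180 s.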
* marks the source's active call; other numbers are inactive results; ? = inconclusive; nt = not tested or not shown. Unless noted, calls follow the shape of the dose curve; as a rule, active = well fitted curve in the direction sought with a large enough effect; inconclusive = small, poorly fitted or top-dose-only effect, or another doubt; inactive = no such curve, though single readings can be large; an effect the other way counts as inactive or inconclusive. Only part of the results is shown (hit frequency here may not be typical).

SMILES | Vif-APOBEC3F blk | D2 potentiator | RXFP1 ag | D1 PAM | GRP78 ERSR act | LDHA block | D1 agonist | Vif-A3G inh | D1 antag
CC1CCN(S(=O)(=O)c2ccc(N/N=C(/C#N)C(N)=O)cc2)CC1 | 2.5% | -1.0 | 2.2% | -3.6 | -4.9% | -3.3 | 3.6 | -4.7% | -22.9
Cc1ccc2cc(-c3noc(C4CCCCC4)n3)c(=O)[nH]c2c1 | 2.7% | 13.9 | -1.7% | 0.6 | -4.7% | -1.4 | 1.0 | -2.2% | 24.5
CCOC(=O)c1cc2c(s1)-c1ccccc1CC2 | -13.5% | -5.5 | 5.5% | -4.0 | 7.3% | -3.4 | 1.2 | -6.3% | 2.3
COC(=O)c1c(C)[nH]c(C(=O)CN2C(=O)C3CC=CCC3C2=O)c1C (stereo not drawn) | -9.8% | nt | nt | nt | -1.2% | 1.0 | nt | -7.7% | nt
O=C(N/N=C/C=C\c1ccccc1[N+](=O)[O-])c1cccnc1 | 6.3% | 1.1 | 0.0% | -0.8 | -0.5% | 4.5 | 1.5 | -3.9% | -1.4
Cc1ccc(OCC(=O)N2CCN(S(C)(=O)=O)CC2)cc1 | ? | 6.3 | -0.9% | 7.0 | 2.6% | -8.8 | 0.4 | -1.4% | -9.6
CC(=NNc1nc2ccccc2s1)c1ccncn1 | -12.1% | nt | nt | nt | -0.8% | -1.5 | nt | -29.2% | nt
Nn1c(SCC(=O)Nc2ccc3c(c2)OCO3)nnc1C1CC1 | 2.2% | nt | 1.1% | -0.3 | 2.1% | 2.1 | 3.4 | -3.8% | 6.8
CCCCCc1nnc(NC(=O)NS(=O)(=O)c2ccc(C)cc2)s1 | 0.7% | 0.8 | 3.3% | nt | 0.5% | -3.9 | 5.0 | -0.5% | 3.8
CC(C)(CC(=O)O)CC(=O)Nc1ccc(Oc2ccc(C(C)(C)C)cc2)nc1 | 6.9% | 8.8 | 1.2% | -2.5 | -1.3% | -3.0 | 0.5 | 0.7% | -11.0
CC1CC(NC(=O)c2cc3c(=O)n4ccccc4nc3n2C)CC(C)(C)C1 (stereo not drawn) | 5.1% | 15.9 | 19.2% | -0.6 | 1.5% | -1.0 | 0.8 | 3.1% | -3.0
CC(=O)Nc1ccc(/C=N/NC(=O)CNC(=O)c2ccccc2)cc1 | 1.5% | 2.1 | -1.2% | -4.0 | -4.3% | -11.6 | 0.5 | 5.6% | -8.2
COc1cc(C(C2=C(O)CC(C)(C)CC2=O)C2C(=O)CC(C)(C)CC2=O)cc(OC)c1OC (stereo not drawn) | -9.9% | nt | -1.0% | -2.8 | -3.8% | 3.8 | 0.4 | -2.1% | 2.2
c1ccc(CN2CCC(CNc3ncnc4ccccc34)C2)cc1 (stereo not drawn) | 3.9% | nt | nt | nt | -3.0% | -5.6 | nt | -0.8% | nt
Nc1nc(NCC2CCCO2)nc(Nc2ccccc2F)c1[N+](=O)[O-] (stereo not drawn) | 1.0% | 31.9* | 0.3% | -2.6 | -2.8% | -3.8 | 1.6 | -4.8% | -9.5
CCCCN1C(=O)C(CC(=O)NC2CCCCC2)CC(C(=O)N(C)C)=C1C (stereo not drawn) | 8.7% | nt | nt | nt | -0.4% | 1.0 | nt | 1.2% | nt
CC(=O)Nc1ccc(S(=O)(=O)NCCC(=O)OCC(=O)NCc2ccccc2)cc1 | 5.2% | nt | nt | nt | -1.4% | -6.6 | nt | -2.0% | nt
CCOC(=O)c1ccc(N2CCN(c3ccc(F)cc3)CC2)c(NC(=O)Nc2ccc(CC)cc2)c1 | -9.1% | 4.6 | -1.9% | -0.8 | -3.7% | -2.2 | -4.7 | -10.6% | -29.6
CCCCC(=O)NNC(=S)NC(=O)c1ccc([N+](=O)[O-])cc1 | 1.7% | 0.4 | -3.0% | 4.1 | 1.9% | -4.7 | 5.3 | -6.5% | -16.8
CC1=NN(c2ccc([N+](=O)[O-])cc2)C(=O)C1 | -2.9% | nt | nt | nt | -3.4% | -10.5 | nt | -0.5% | nt
CN(CC(=O)Nc1ccccc1Cl)C(=O)COc1cccc2c1OC(C)(C)C2 | 0.4% | -1.7 | 0.1% | -3.5 | -0.7% | -0.5 | 2.8 | -4.5% | 12.7
Cn1c(SCC(=O)c2ccccc2)ncc(C(=O)Nc2ccc(F)cc2)c1=O | 2.7% | 5.8 | -0.9% | -5.2 | -0.9% | -2.8 | 1.9 | -0.6% | 4.1
CCCCNC(=O)c1nn2c(C(F)(F)F)cc(-c3ccc(OC)cc3)nc2c1Br | -18.2% | -6.2 | ? | -0.3 | -1.7% | 2.7 | 1.7 | -10.5% | 2.9
CCn1c(SCC(=O)Nc2nc(C)cs2)nnc1C(C)NC(=O)c1ccccc1 (stereo not drawn) | 1.2% | -1.7 | 0.0% | -1.9 | -5.2% | 0.3 | 2.3 | -1.5% | 4.1
Cc1ccnc(NS(=O)(=O)c2ccc(N3C(=O)Nc4ccccc4N3O)cc2)c1 | 9.4% | 8.1 | 0.6% | -4.8 | -1.0% | -6.0 | 2.7 | 1.1% | 12.3

Other compounds follow.
SMILES | Vif-APOBEC3F blk | D2 potentiator | RXFP1 ag | D1 PAM | GRP78 ERSR act | LDHA block | D1 agonist | Vif-A3G inh | D1 antag
COc1ccccc1C(=O)NC(=S)Nc1ccc(NC(=O)c2ccco2)cc1 | -24.5% | -4.9 | -0.9% | 0.4 | -0.6% | -4.2 | 8.0 | ? | 19.0
Cc1cccc(S(=O)(=O)Nc2ccc3c(c2)OCCO3)c1 | -0.8% | -2.3 | -0.3% | 4.3 | -4.7% | 1.0 | 2.2 | 1.0% | -1.9
CCN(CC)c1ccc2c(C)c(-c3ccc(N)cc3)c(=O)oc2c1 | 0.7% | 4.5 | 4.2% | -1.8 | 0.7% | 2.4 | -3.7 | -6.1% | -2.6
Nc1ccc2c(c1)Cc1cc(N)c(Cl)cc1-2 | 15.9% | nt | nt | nt | 2.5% | 6.4 | nt | -8.9% | nt
Cc1cccc(Nc2nnc(SCC(=O)c3ccc(Br)s3)s2)c1C | ? | 1.7 | 0.9% | -0.4 | -1.3% | -2.6 | 5.7 | 3.4% | -4.7
OCCCNCc1cccc2ccccc12 | -0.3% | -8.9 | -1.1% | -0.9 | -0.3% | -0.8 | 1.8 | 0.6% | -1.8
CC(=O)Cc1nsc(NC(=O)c2cc(-c3cccc(C(F)(F)F)c3)oc2C)n1 | -10.7% | nt | 2.5% | -3.9 | -0.1% | -2.4 | 0.1 | 2.1% | 11.2
Cc1ccc(OCC(=O)Nc2ccc3c(c2)OCO3)c([N+](=O)[O-])n1 | 12.8% | -1.4 | 3.6% | -0.5 | -0.4% | -3.3 | 1.6 | -2.3% | -5.3
O=C(Cn1cnc2ccccc21)NC(c1ccccc1)c1ccccc1 | -10.8% | 9.4 | -0.1% | -4.0 | -1.1% | -2.4 | 3.5 | 0.3% | -6.3
COc1ccc(-n2nnc(-c3nc(-c4ccc5c(c4)OCO5)no3)c2C)cc1Cl | nt | nt | 3.6% | -3.2 | nt | -3.5 | 2.3 | nt | -11.1
COc1ccc(C(=O)/C=C/c2cccs2)c(OC(=O)c2cccc([N+](=O)[O-])c2)c1 | -1.0% | -8.1 | 1.9% | 0.6 | 2.3% | -4.7 | 4.6 | 0.4% | 4.8
CCOC(=O)c1c(C)n(C)c2ccc(OC)c(NC(=O)CN3CCSCC3)c12 | 2.9% | 0.8 | 0.4% | 2.4 | -2.6% | 3.8 | 1.2 | 0.3% | 5.9
Cc1ccc(C)c(C(=O)COC(=O)c2cc([N+](=O)[O-])ccc2NCCO)c1 | -15.4% | -2.9 | 1.0% | -2.8 | -5.6% | -0.2 | 3.1 | -0.1% | 10.7
Cc1ccccc1OCCSc1nc2ccc(NC(=O)c3ccccc3)cc2s1 | -0.5% | 13.2 | -0.2% | -1.8 | 0.0% | -2.6 | 16.8 | 0.8% | -32.9*
O=C(O)c1ccc(NS(=O)(=O)c2ccc(NC(=O)c3ccccc3Cl)cc2)cc1 | -3.7% | -24.4 | -2.4% | -5.5 | -3.3% | -3.3 | 1.5 | 0.1% | -8.5
Nc1ccccc1Nc1ccc([N+](=O)[O-])cc1[N+](=O)[O-] | -6.0% | -0.9 | 0.5% | -0.4 | -0.7% | 1.9 | 1.9 | -0.1% | -3.4
COc1cccc(-c2cc(C(F)(F)F)nc(NCCc3ccc(OC)c(OC)c3)n2)c1 | -0.3% | -4.7 | -1.4% | 0.5 | -4.3% | -0.8 | 10.7 | -3.4% | -52.8*
COc1ccc(N2C(=O)CC(N3CCN(Cc4ccc5c(c4)OCO5)CC3)C2=O)cc1 (stereo not drawn) | 13.0% | -0.7 | 0.9% | -6.2 | -8.7% | -3.5 | 3.5 | 1.2% | 5.0
COc1cccc(C(=O)CN(C(=O)c2ccc(Cl)cc2Cl)N2C(=O)c3ccccc3C2=O)c1 | -4.0% | -2.2 | -2.5% | -6.5 | -2.6% | 1.9 | 4.5 | 0.6% | -3.6
COc1ccccc1NC(=O)C(C)OC(=O)C1CC(=O)N(Cc2ccco2)C1 (stereo not drawn) | -3.4% | nt | nt | nt | -2.2% | 0.2 | nt | -3.0% | nt
CC(C)Cc1cc(C(=O)Nc2ccc(F)cc2F)no1 | 0.8% | 2.2 | 0.4% | 3.6 | 1.8% | -0.1 | -0.7 | -0.2% | -4.6
CCN(CC)CCNC(=O)c1ccc(NC(=O)COc2ccc3c(c2)CCC3)cc1 | 0.9% | 1.6 | 1.9% | nt | -3.7% | 0.6 | 12.1 | 1.3% | -23.0
CCN(C(=O)c1sc(N)c(C#N)c1C)C1CCCCC1 | -0.8% | 6.2 | 2.6% | -5.3 | -3.2% | -0.7 | 0.4 | -0.1% | -20.7
CCc1ccccc1N(CC(=O)N1CCCCCC1)S(C)(=O)=O | -9.8% | 2.8 | 3.7% | 2.6 | -3.0% | -1.4 | 4.2 | 0.2% | -0.7

Compound activity: PubChem, National Center for Advancing Translational Sciences (NCATS)
